Screening results as filed in PubChem BioAssay.
CCHFV vOTU inh: CCHFV vOTU protease inhibition; Pep-AMC fluorescence; inhibition, % at 11.5 µM; actives 0.55% (n = 370,000); in the data active means inhibition above about 30%; further: 0% = vehicle wells with enzyme and 100% = no enzyme wells
Active calls of the source: *; & = joins results of further samples. Some of the compounds tested; count on the stated rates, not on these rows.

cpd	Structure	CCHFV vOTU inh
1	COC(=O)[C@@]12C[C@@H](CC(=O)NCCC(C)C)C(=O)N(Cc3ccccc3)C1=CCC(C)(C)C2	16
2	COc1ccc(-c2cc(C(=O)N/N=C/C(C)=C\c3ccco3)[nH]n2)cc1	6
3	Cc1nn(-c2ccccc2)c2sc(C(=O)NCC3CCCO3)cc12 (configuration not stated)	-9
4	Cc1ccccc1NC(=O)[C@H]1CC(=O)O[C@@H]1c1ccccc1	-7
5	COc1ccc(-c2c(C(=O)c3ccc(Br)cc3)[nH]c(N)c2C(=O)NCCc2c[nH]c3ccccc23)cc1OC	-4
6	Nc1ccc(Cl)cc1	-7
7	CCCCOCCCNC(=O)C[C@H]1C[C@@]2(C(=O)OC)C(=C[C@H](C(C)(C)C)O[C@@H]2C)N(CCc2ccc(OC)c(OC)c2)C1=O	16
8	COC(=O)[C@]12C[C@H](CC(=O)NCCCN3CCCC3=O)C(=O)N(CCc3ccc(OC)c(OC)c3)C1=C[C@H](C(C)C)O[C@@H]2C1CC1	-10
9	Cc1occc1-c1nnc(SCC(=O)N2CCN(c3ncccn3)CC2)n1-c1ccccc1	-6
10	O[C@H](COc1ccc(C(F)(F)F)cc1)CN1CCC(C(O)(c2ccccc2)c2ccccc2)CC1	12
11	CCCCNC(=O)c1nc(-c2cccnc2)oc1-c1ccc(OC(F)(F)F)cc1	7
12	CN1CCCCC(NC(=O)c2ccc3ccccc3c2)C1=O (configuration not stated)	-2
13	Cc1cccc(C)c1NC(=O)C(c1ccccc1OC(F)(F)F)N1CCC(c2ccccc2)CC1 (configuration not stated)	26
14	Nc1nc2c(ncn2[C@@H]2O[C@H](C(=O)N[C@H](Cc3ccccc3)C(=O)NC3CCCCC3)[C@@H](O)[C@H]2O)c(=O)[nH]1	9
15	CCCCCNC(=O)C(c1ccccc1F)n1c(=O)c(-c2ccco2)nc2ccccc21 (configuration not stated)	14
16	CCN(CC)C(=O)c1ncn2c1C(=O)NC[C@@H]2C	0
17	COc1ccc(CN2C(=O)CSCC2(C)C(=O)Nc2ccc3c(c2)OCCO3)cc1 (configuration not stated)	5
18	COC(=O)C[C@@H]1CC[C@@H](NS(=O)(=O)c2ccccc2OC)[C@@H](CO)O1	-3
19	COc1ccc(CCNCC(O)COc2cccc(C)c2)cc1OC (configuration not stated)	-8
20	CCOC(=O)C(Cc1ccccc1)CP(=O)(OC)[C@@H](C)NC(=O)OCc1ccccc1 (some centres not stated)	-3
21	CCCc1c(-c2ccc(OC)cc2)ncn1CCc1ccccc1OC	25
22	COc1ccc(-c2cc(C(=O)NN=Cc3ccc(O)c(OC)c3)[nH]n2)cc1	1
23	O=C(O)C(Br)Br	-5
24	O=C(/C=C1\OCc2cc(OCc3ccccc3)ccc21)OCc1ccccc1	8
25	COCCNC(=S)N(C)[C@H]1C[C@H]2c3[nH]c4ccccc4c3CCN2C[C@H]1[C@H](C)O	-7
26	CCOC(=O)/C=C/c1cccc(OC)c1O	3
27	COc1ccc(NC(=O)C(c2ccccc2F)n2c(=O)c(-c3cc4ccccc4[nH]3)nc3ccccc32)cc1 (configuration not stated)	-17
28	O=C(C1CC1)C1(C(=O)N2CCOCC2)CC(c2ccccn2)=NO1 (configuration not stated)	6
29	O=C(Cn1c(-c2cncs2)nc2ccccc21)NC1CCCCC1	-3
30	CC1CCN(c2ccc(C(=O)O)cc2NS(=O)(=O)c2ccccc2[N+](=O)[O-])CC1	6

Fetched one by one from the list above (2):
cpd	Structure	CCHFV vOTU inh
11	CCCCNC(=O)c1nc(-c2cccnc2)oc1-c1ccc(OC(F)(F)F)cc1	7
22	COc1ccc(-c2cc(C(=O)NN=Cc3ccc(O)c(OC)c3)[nH]n2)cc1	1

Other structures follow:
cpd	Structure	CCHFV vOTU inh
31	COc1ccc(OC)c(CN2C(=O)CN(S(C)(=O)=O)CC2(C)C(=O)NCc2ccccc2)c1 (configuration not stated)	0
32	CCOC(=O)[C@]12CCCCC/C=C\1N(Cc1ccc(OC)cc1)C(=O)[C@H]2CC(=O)NCCCN1CCCC1=O	-1
33	O=C1N2Cc3ccccc3C2CS(=O)(=O)N1CCc1ccccc1 (configuration not stated)	-6
34	C[C@H](O)[C@@H]1CN2CCc3c([nH]c4c(-c5ccc6c(c5)OCO6)cccc34)[C@@H]2C[C@@H]1N(C)C(=O)c1ccccc1F	2
35	CCCCOCCCNC(=O)C[C@@H]1C(=O)N(Cc2ccc(OC)cc2)C2=CCN(C(=O)OC(C)(C)C)C[C@]21C(=O)OCC	15
36	COC(=O)Cc1nnn2c1[C@H](C)[C@H](c1ccccc1Br)OC[C@@H]2c1ccccc1	3
37	CCCCCCc1c[nH]c2ccc(O)c(-c3ccccc3)c12	6
38	CC(C)[C@H]1Cn2nnc(-c3ccccc3)c2Cn2c3ccccc3c(=O)n21	-1
39	O=S(=O)(c1ccc(F)cc1)N1CCC(c2nc3ccccc3o2)CC1	2
40	O=C(CCc1c[nH]c2ccccc12)Nc1ccc(Nc2cccnc2)cc1	0
41	Cc1cc(C)cc(OCCCN2CCC(C(O)(c3ccccc3)c3ccccc3)CC2)c1	11
42	O=C(NC(CC1=CCCCC1)c1ccc2ccccc2c1)C(F)(F)F (configuration not stated)	0
43	CN(Cc1ccccc1)C(=O)c1cccc(NC(=O)Cc2cccc(NC(=O)C3CCN(C(=O)CCc4ccccc4)CC3)c2)c1	-1
44	COC(=O)[C@]12C[C@H](CC(=O)NCCC(C)C)C(=O)N(Cc3cccc4ccccc34)C1=C[C@H](C1CCCC1)O[C@@H]2C	20
45	CC(=O)Nc1cccc(-c2cc(C(C)=O)c3n(c2=O)CCC3)c1	7
46	CCN(CC)c1ccc(NC(=O)CSc2nnc(-c3ccc(Cl)cc3)n2Cc2ccco2)cc1	5
47	Cn1c(=O)c(=O)n(C)c2cc(S(=O)(=O)N3CCN(Cc4ccc(F)cc4)CC3)ccc21	-5
48	COC(=O)c1cn(-c2ccc(-c3noc4c3C(=O)N(CC(=O)N3CCOCC3)CC4)cc2)nn1	-8
49	COC(=O)[C@H](CC(C)C)N(Cc1cn(Cc2ccc(C)cc2)nn1)S(=O)(=O)c1ccccc1Br	13
50	CCN1CCCCC(NC(=O)c2ccccc2C)C1=O (configuration not stated)	18
51	Cc1cc(N2CCN(C(=O)OC(C)(C)C)C[C@H]2C)ccc1N1CC[C@@H](O)C1	0
52	FC(F)(F)Oc1ccc(Cn2ccc3ccc(-c4ccc5ccn(Cc6ccc(OC(F)(F)F)cc6)c5c4)cc32)cc1	25
53	Cc1ccc(-n2c(SCC(=O)Nc3ccc(S(=O)(=O)Nc4cc(C)nc(C)n4)cc3)nnc2-c2cccs2)cc1	-2
54	CCCCOCCCNC(=O)C[C@H]1C[C@@]2(C(=O)OC)C(=C[C@H](C3CCCC3)O[C@@H]2C)N(Cc2ccc(Cl)cc2Cl)C1=O	23
55	Cc1nc2ccc(S(=O)(=O)NCC(=O)NCc3ccccc3Cl)cc2s1	0
56	C[C@H](O)[C@@H]1C(=O)N2CCc3c([nH]c4cccc(-c5ccccc5)c34)[C@@H]2C[C@@H]1N(C)C(=O)Nc1ccccc1	-24
57	Cc1ccccc1CN1CCCCC(NC(=O)Nc2ccccc2-c2ccccc2)C1=O (configuration not stated)	8
58	O=C1[C@@H](CCc2ccccc2)[C@@H]2c3cc4ccccc4cc3C=NN2[C@@H]2c3cc4ccccc4cc3C=NN12	6
59	CC(C)C[C@H]1COc2ccc(Cl)cc2S(=O)(=O)N1C[C@H](NC(=O)OC(C)(C)C)C(C)C	3
60	O=C(CCS(=O)(=O)c1ccccc1)Nc1ccc(F)cc1Cl	-2

Of the compounds above, these contain an aryl thioether with sulfur outside any ring.
cpd	Structure	CCHFV vOTU inh
9	Cc1occc1-c1nnc(SCC(=O)N2CCN(c3ncccn3)CC2)n1-c1ccccc1	-6
46	CCN(CC)c1ccc(NC(=O)CSc2nnc(-c3ccc(Cl)cc3)n2Cc2ccco2)cc1	5
53	Cc1ccc(-n2c(SCC(=O)Nc3ccc(S(=O)(=O)Nc4cc(C)nc(C)n4)cc3)nnc2-c2cccs2)cc1	-2

3 successive compounds already listed:
cpd	Structure	CCHFV vOTU inh
52	FC(F)(F)Oc1ccc(Cn2ccc3ccc(-c4ccc5ccn(Cc6ccc(OC(F)(F)F)cc6)c5c4)cc32)cc1	25
53	Cc1ccc(-n2c(SCC(=O)Nc3ccc(S(=O)(=O)Nc4cc(C)nc(C)n4)cc3)nnc2-c2cccs2)cc1	-2
54	CCCCOCCCNC(=O)C[C@H]1C[C@@]2(C(=O)OC)C(=C[C@H](C3CCCC3)O[C@@H]2C)N(Cc2ccc(Cl)cc2Cl)C1=O	23

Continued.
cpd	Structure	CCHFV vOTU inh
61	COc1ccc(Cn2cc(CN3[C@H](CC(C)C)COc4cc(Br)ccc4S3(=O)=O)nn2)cc1	2
62	O=C1C=C(OCCF)CC(c2ccccc2C(F)(F)F)O1 (configuration not stated)	4
63	Cc1ccc(CSc2nnc(-c3cc(-c4ccc(C)cc4)n[nH]3)n2N)cc1	-4
64	O=C(c1ccc(F)c(F)c1)N1CCC(Oc2cccnc2)CC1	0
65	CC(C)C[C@H]1COc2cc(Br)ccc2S(=O)(=O)N1Cc1cn(Cc2ccc(C(F)(F)F)cc2)nn1	-5
66	O=C(Nc1nc2ncccn2c1-c1ccc(C(F)(F)F)cc1)c1ccccc1	-1
67	COc1ccccc1Cc1c(-c2cccc(Br)c2)nc2ccc(C)cn12	27
68	Cc1ccc(CSc2nnc(-c3ccccc3)n2Cc2ccco2)cc1	5
69	O=C(NC1CCCC1)C(C1CC1)n1c(-c2cc3ccccc3[nH]2)nc2ccccc21 (configuration not stated)	5
70	CCCCCCCCNC(=O)C1CSCCS(=O)(=O)N1Cc1ccc(OC)cc1 (configuration not stated)	-3
71	COC(=O)[C@H](C)N(CCc1cn(Cc2ccccc2)nn1)S(=O)(=O)c1ccccc1Br	15
72	CC(C)N(Cc1cn(Cc2ccccc2)nn1)S(=O)(=O)c1ccc(F)cc1Br	19
73	COC(=O)C[C@H]1CC[C@H]2[C@@H](COc3ccc(NC(=O)Nc4ccccc4)cc3C(=O)N2C)O1	-2
74	COc1ccc(C2CC(=O)C(c3ccc(Br)cc3)=CN2Cc2ccccc2)cc1 (configuration not stated)	2
75	COC(=O)[C@]12C[C@H](CC(=O)NCC34CC5CC(CC(C5)C3)C4)C(=O)N(Cc3ccco3)C1=C[C@H](C(C)(C)C)O[C@@H]2C	26
76	CC(=O)N1C[C@@H](CO)[C@@H]2C[C@H]1c1ccccc1N2C	1
77	COc1ccc(S[C@]2(C(=O)N3CCCC3)CC(=O)N(C(=O)/C=C/c3ccccc3)[C@@H]2c2ccc(OC)cc2)cc1	-3
78	Nc1ncnc2c1ncn2[C@@H]1O[C@H](C(=O)N[C@@H](CCc2ccccc2)C(=O)N2CCN(C(=O)N3CCOCC3)CC2)[C@@H](O)[C@H]1O	-3
79	COC(=O)[C@]12C[C@H](CC(=O)NCCCN3CCCC3=O)C(=O)N(Cc3ccc4c(c3)OCO4)C1=C[C@H](COCc1ccccc1)O[C@@H]2C	6
80	COc1ccccc1C=NNC(=O)CSc1nc2ccccc2n1Cc1ccc(Cl)cc1	6
81	CCN(CC)C(=O)CC[C@H]1CC[C@]2(CCCN(C(=O)c3ccno3)C2)O1	-3
82	O=C(CCCl)NC1CCCCN(Cc2ccc(OC(F)(F)F)cc2)C1=O (configuration not stated)	13
83	COC(=O)C1=C(C)N(Cc2ccccc2C(F)(F)F)C(=NCc2ccc3c(c2)OCO3)NC1c1cccc(Cl)c1 (configuration not stated)	10
84	Cc1ccc(S(=O)(=O)NCCCc2ccc3c(c2)[C@]2(CCC[C@@H](OCc4ccccc4)[C@@H]2NC(=O)CCc2ccccc2)C(=O)N3Cc2ccccc2)cc1	5
85	CCCCCCCCN1C(=O)[C@@H](CC(=O)NCCCCc2ccccc2)C[C@@]2(C(=O)OC)C1=C[C@H](C1CCCC1)O[C@@H]2C	-1
86	COC(=O)c1sc(N)nc1CCNC(=O)OC(C)(C)C	12
87	OCC(CO)N[C@H]1C[C@](O)(CO)[C@@H](O)[C@H](O)[C@H]1O	15
88	COC(=O)c1ccc2nc(-c3ccc(OC)c(OC)c3)c(Cc3ccccc3C(F)(F)F)n2c1	-5
89	O=C(NCc1ccccc1)[C@@H]1CCCN1C(=O)[C@H]1CCCN1C(=O)c1ccccc1C(F)(F)F	1
90	Cc1nn(CCC(=O)NNC(=O)Nc2ccccc2)c(C)c1[N+](=O)[O-]	-7
91	C=CCN1C[C@H](COC(=O)c2cccc(OC)c2)Oc2cccc(F)c2S1(=O)=O	-3
92	CN[C@H]1C[C@H]2c3[nH]c4c(-c5ccccc5)cccc4c3CCN2C(=O)[C@H]1[C@H](C)O	-9
93	C[C@@H]1ON(C)[C@H]2C[C@H]3c4[nH]c5cccc(-c6ccc7c(c6)OCO7)c5c4CCN3C[C@@H]12	1
94	O[C@@H]1[C@@H](O)[C@H](n2c3ccc(Cl)cc3c3ccc4c5cc(Cl)ccc5[nH]c4c32)OC[C@H]1O	12
95	O=C(CCn1nnc2ccccc21)N1CCN(c2cccc(C(F)(F)F)c2)CC1	7
96	CC(=O)Nc1ccc(NC(=O)CSc2nnc(-c3cccs3)o2)cc1	3
97	O=C(OC12CCCN(C1)/C(=C/c1cccnc1)C2)c1cccc(F)c1 (configuration not stated)	0
98	COC(=O)C1CN(CCc2ccccc2)CCS(=O)(=O)N1Cc1ccccc1F (configuration not stated)	1
99	COC(=O)C[C@H]1C=C[C@@H](NC(=O)Nc2c(C)noc2C)[C@@H](CO)O1	-2
100	COc1ccc(C(C(=O)NC(C)(C)C)n2c(-c3ccc(=O)[nH]c3)nc3ccccc32)cc1 (configuration not stated)	0
101	CC(C)CNc1ccc2c(c1)OC[C@H](CC(C)C)NS2(=O)=O	12&9
102	Cc1cc2c(c(=O)o1)[C@@]1(C(=O)N(C)c3c(Br)cccc31)C1=C(CCCC1=O)O2	4
103	COC(=O)[C@H](CC(C)C)N1Cc2nnn(CC3CCCCC3)c2-c2cc(F)ccc2S1(=O)=O	14
104	CN(C)c1cccc2c(S(=O)(=O)NCC3CCN(C(=O)C(=O)c4cccs4)CC3)cccc12	14
105	CCOC(=O)[C@@]12CCC3=C1N(CCC3)C(=O)[C@H](CC(=O)N1CCCCC1)C2	-7
106	COc1ccc(C(=O)CSc2nnc(-c3cccnc3)n2-c2ccccc2)cc1	-3
107	COCc1cc(N2CCNC[C@@H]2C)ccc1N1C[C@@H](C)O[C@@H](C)C1	-6
108	O=c1[nH][nH]c2c([N+](=O)[O-])ccc(F)c12	-2
